High-throughput results from PubChem BioAssay.
TGFb inhibitor – qHTS for Inhibitors of TGF-b; HepG2 CAGA-GFP TGF-b/SMAD3 reporter, GFP fluorescence, 18 h; TGF-beta stimulated, 500 pg/mL final; Potency, µM (highest dose often 46.1 µM), inactives show at the highest dose activity, negative = inhibition, actives largely listed as inhibitors; 1.2% of 410,000 active; AID 588855, 2011; also: potency is read from the fitted curve at half-maximal effect; % is scaled to controls: 0 for no effect and ±100 for the full control effect; nearly all actives have a fitted effect of over 65% in size
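First, reporter cells (HEPG2 CAGA-GFP) rested 2 h at 37 degrees C. Next, compounds were pinned in and TGF-beta added to 500 pg/mL final. After 18 h, GFP was imaged per cell and summed per well.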
ATXN2 expr inh – Primary qHTS for Inhibitors of ATXN expression; Potency, µM (titrated, usually from 57 µM), for inactives: at the highest dose activity change, negative = inhibition, hits mostly inhibitors; HEK-293 ATXN2-luciferase reporter, luminescence, 24 h; 0.72% of 360,000 active; also: potency is read from the fitted curve at half-maximal effect; % is scaled to controls: 0 for no effect and ±100 for the full control effect; nearly all actives have a fitted effect of over 55% in size
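qHTS (up to 57 uM final) was run with 24 h compound exposure of reporter cells at 37 °C. Each well was multiplexed: SteadyGlo luminescence measured ATXN2-luciferase expression after a fluorogenic Gly-Phe-AFC viability readout (25 uM final).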
S2 tox – Viability Counterscreen for Primary qHTS for Inhibitors of ATXN expression. S2 cells (HEK-293 line with an ATXN2-luciferase reporter) viability, CellTiter-Fluor protease fluorescence, 24 h. Potency, µM (highest dose often 56.7 µM), usual class: cytotoxic. 0.49% of 400,000 active. AID 651635, 2014; also: potency is read from the fitted curve at half-maximal effect; nearly all actives have a fitted effect of over 40% in size
A549 viability – Nrf2 qHTS screen for inhibitors: counterscreen for cytotoxicity; A549 ARE-Fluc cells, CellTiter-Fluor viability, 18-24 h; AID 504648, 2011; Potency, µM (top dose mostly 46 µM), without a hit: top-dose activity change, negative = cytotoxicity, most hits filed as inhibitors; 0.16% of 390,000 active; also: potency is read from the fitted curve at half-maximal effect; % is scaled to controls: 0 for no effect and ±100 for the full control effect
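A549 ARE_Fluc cells in 5% FBS OPTI-MEM were exposed to compounds in concentration-response for 18-24 h at 37 deg C. Viability was read by CellTiter-Fluor fluorescence (Ex 405/Em 525) after 30 min, before the luciferase read.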
Nrf2 inh – Nrf2 qHTS screen for inhibitors | A549 ARE-Fluc reporter, luciferase luminescence, 18-24 h | Potency, µM (doses to about 46 µM), for the others: at the top dose activity change, negative = inhibition, hits mostly inhibitors | 2.1% of 360,000 active | AID 504444, 2011; also: potency is read from the fitted curve at half-maximal effect; % is scaled to controls: 0 for no effect and ±100 for the full control effect; nearly all actives have a fitted effect of over 60% in size
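Nrf2 function is reported as luminescence of an ARE-controlled luciferase in A549 cells. Compounds were tested at several concentrations, and a CellTiter-Fluor read on the same wells flagged cytotoxicity.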
Nrf2 activator – qHTS of Nrf2 Activators; AREc32 ARE-luciferase reporter (MCF7-derived line), luminescence, 24 h; Potency, µM (titrated, usually from 46.1 µM), for inactives: at the top dose activation, usual class: activators; 0.31% of 410,000 active; AID 624171, 2012; also: potency is read from the fitted curve at half-maximal effect; % of control where 0% means no effect; nearly all actives have a fitted effect of over 65% in size
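Reporter line AREc32 (ARE-Fluc), seeded overnight in OPTI-MEM with 5% FBS; compound pin-transferred, 24 hr at 37 deg C, 5% CO2; luminescent read-out.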
MCF10A rerep – A quantitative high throughput screen for small molecules that induce DNA re-replication in MCF 10a normal breast cells; MCF 10A DNA re-replication, Hoechst nuclear intensity, 48 h; Potency, µM (top dose mostly 46.1 µM), for inactives: at the highest dose activity, positive = re-replication, usual class: activators; 2.9% of 350,000 active; AID 624296, 2012; also: potency is read from the fitted curve at half-maximal effect; % of control where 0% means no effect; nearly all actives have a fitted effect of over 50% in size
IL1B secr inh – qHTS for Inhibitors of Inflammasome Signaling: IL-1-beta AlphaLISA Primary Screen. THP-1 LPS/ATP IL-1B secretion, AlphaLISA, 16 h; active compounds read low. activity change, % at 57.5 µM. 4.7% of 360,000 active. AID 743279, 2014; in the data active = activity change below about -50%; inconclusive = mostly about -30% to -49%; also: % is scaled to controls: 0 for no effect and ±100 for the full control effect
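THP-1 cells pretreated 1 hr with compounds (up to 57.5 uM final), then stimulated with LPS (250 ng/mL final) plus ATP (1.25 mM final); secreted IL-1B measured by AlphaLISA after 16 hr, decreased signal indicating inhibition.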
HepG2 viability – qHTS for Inhibitors of TGF-b: Cytotox Counterscreen; Potency, µM (top dose mostly 46.1 µM), for inactives: top-dose activity change, negative = cytotoxicity, actives largely listed as cytotoxic; HepG2 CAGA-GFP viability, ATP luminescence, 18 h; 0.76% of 410,000 active; also: potency is read from the fitted curve at half-maximal effect; some results filed as inactive show a strong effect at the top dose
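HepG2 CAGA-GFP cells (1000/well, DMEM with 1% FBS) received compound, then TGF-beta at 500 pg/mL final, and were incubated 18 hours at 37 degrees C. Viability was read by CellTiter-Glo luminescence. Media-only wells were set as complete cell-killing and DMSO as no toxicity.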
An asterisk follows results filed as active; i = inactive; ? = inconclusive; / = not tested or not shown; [ ] = dose if it differs, or a comment. Unless noted, calls follow the shape of the dose curve; as a rule, active = well fitted curve in the direction sought with a large enough effect; inconclusive = small, poorly fitted or top-dose-only effect, or another doubt; inactive = no such curve, though single readings can be large; an effect the other way counts as inactive or inconclusive.

SMILES	TGFb inhibitor	ATXN2 expr inh	S2 tox	A549 viability	Nrf2 inh	Nrf2 activator	MCF10A rerep	IL1B secr inh	HepG2 viability
CCOc1ccc(S(=O)(=O)NC(C)C(=O)NCc2cccnc2)cc1 (stereo unspecified)	4%	3%	i	-8%	1%	-0.5%	-2%	11	9%
Cc1nnc2sc(SCC(=O)Nc3cccc(Cl)c3)nn2c1=O	15%	4%	i	-2%	4%	6.7%	3%	24	3%
CCn1c(C)nc([N+](=O)[O-])c1Sc1ccc(F)cc1	0%	/	i	-9%	?	?	?	?	-10%
N#Cc1c(C(F)(F)F)cc(=O)n2c1[nH]c1ccccc12	?	?	/	?	?	5.4%	18µM*	-74*	-43%
COc1ccc2oc(=O)c(C(=O)NCCc3c(C)[nH]c4c(C)cccc34)cc2c1	2%	1%	i	-3%	2%	-0.3%	/	/	-5%
CCOc1ccccc1NC1c2ccccc2C(=O)N1c1cccnc1 (stereo unspecified)	10%	6%	i	-4%	-1%	-0.3%	-4%	23	-29%
COC(=O)C(CC(=O)c1ccc(Br)cc1)n1cccn1 (stereo unspecified)	13%	-3%	i	0%	3%	-0.2%	?	5	1%
O=c1[nH]c(C2CCN(S(=O)(=O)c3ccccc3F)CC2)nc2c1nnn2Cc1ccc2c(c1)OCCO2	7%	/	?	1%	9%	-0.5%	14%	-3	-8%
CC(NC(=O)c1ccncc1)C(c1cccs1)N1CCOCC1 (stereo unspecified)	-2%	0%	i	4%	-9%	-0.8%	-15%	8	-37%
Cc1ccc(C2Nc3ccccc3-n3c(-c4ccccc4)c4c(=O)n(C)c(=O)n(C)c4c32)o1 (stereo unspecified)	?	?	i	11%	29%	7.0%	/	/	-52%
Cc1cc(CN(C)C(=O)c2cc(COc3ccc(C)c(C)c3)on2)on1	-2%	55%[activator]	i	-2%	?	0.7%	7%	-12	-1%
Cc1[nH]c2ccccc2c1C1(O)C(=O)N(Cc2ccccc2)c2ccc(Cl)cc21 (stereo unspecified)	?	?	?	-3%	11%	-0.1%	/	/	16µM*
CCCCN(CC)Cc1c(O)ccc2c(-c3ccccc3)cc(=O)oc12	?	-19%	i	0%	11%	0.4%	3%	-27	-23%
Cc1c(NS(=O)(=O)c2ccc(C(=O)NCc3ccc(F)cc3)cc2)c(=O)n(-c2ccccc2)n1C	-16%	9%	i	0%	-5%	-0.9%	1%	23	-26%
CCOc1ccc(/C=N/NC(=S)NC2CC3CCC2C3)cc1 (stereo unspecified)	-14%	-2%	i	-2%	0%	-0.2%	2%	-4	-26%
C[C@@H]1CN([C@H](C)CO)C(=O)c2c(c3ccccc3n2C)-c2ccccc2CO[C@H]1CN(C)C(=O)NC1CCCCC1	-18%	-20%	i	/	/	-1.0%	/	21	-26%
CSc1ccc(C2c3c(oc4cc(C)cc(C)c4c3=O)C(=O)N2CCO)cc1 (stereo unspecified)	-4%	16%	i	-4%	18%	3.8%	/	/	-1%
O=[N+]([O-])c1ccc2oc(C(O)c3cccc(Cl)c3)cc2c1 (stereo unspecified)	?	?	i	1%	-10%	3.2%	?	-93*	-40%
CCOc1ccc(N2CC(NC(=O)c3ccc(S(=O)(=O)N4CCOCC4)cc3)CC2=O)cc1 (stereo unspecified)	-9%	/	/	-2%	/	-0.4%	/	/	-3%
FC(F)(F)c1cccc(N2CCCCC2)c1	-1%	15%	i	/	/	-1.0%	/	48	1%

In another format: 3 of the compounds above
Below each compound: TGFb inhibitor, ATXN2 expr inh, S2 tox, A549 viability, Nrf2 inh, Nrf2 activator, MCF10A rerep, IL1B secr inh, HepG2 viability
CCOc1ccc(S(=O)(=O)NC(C)C(=O)NCc2cccnc2)cc1 (stereo unspecified)
→ 4%, 3%, i, -8%, 1%, -0.5%, -2%, 11, 9%
O=[N+]([O-])c1ccc2oc(C(O)c3cccc(Cl)c3)cc2c1 (stereo unspecified)
→ ?, ?, i, 1%, -10%, 3.2%, ?, -93*, -40%
Cc1c(NS(=O)(=O)c2ccc(C(=O)NCc3ccc(F)cc3)cc2)c(=O)n(-c2ccccc2)n1C
→ -16%, 9%, i, 0%, -5%, -0.9%, 1%, 23, -26%

Next part.
SMILES	TGFb inhibitor	ATXN2 expr inh	S2 tox	A549 viability	Nrf2 inh	Nrf2 activator	MCF10A rerep	IL1B secr inh	HepG2 viability
Cc1ccc2[nH]c3c(=O)n(CC(=O)Nc4ccc(Br)cc4C)ncc3c2c1	6%	14%	i	-1%	?	-1.1%	/	/	2%
Clc1cccc(N/N=C/c2ccncc2)c1	-20%	15%	i	-6%	1%	12%	8%	-53*	-23%
O=c1oc2c3c(ccc2c2ccccc12)OCN(Cc1cccc(Cl)c1)C3	0%	1%	i	5%	0%	12%	/	/	-3%
CC1(c2ccccc2)CC(c2ccccc2)=Nc2ccccc2N1 (stereo unspecified)	1%	19%	?	-15%	?	4.5%	-28%	/	-6%
COc1ccc(C(=O)c2cnc(C(C)C)n2C)cc1	-3%	16%	i	0%	?	0.0%	24%	-27	2%
COc1ccc(C(C)C)cc1S(=O)(=O)NCc1ccccn1	-3%	1%	i	0%	-18%	0.2%	1%	-1	-16%
COCCNC(=O)C1(C)CCCN(C(=O)c2ccc(N(C)C)cc2)C1 (stereo unspecified)	-3%	-2%	i	/	/	-0.2%	/	-17	-17%
Cn1cccc([N+](=O)[O-])c1=O	-5%	/	i	/	/	-0.6%	/	-17	-5%
O=C1CCC2(C(=O)O)Sc3ccccc3N12 (stereo unspecified)	0%	0%	i	-4%	0%	-0.7%	-1%	24	-10%
CSc1ccc(CN2C(=O)C(C)Oc3c(C(C)=O)cccc32)cc1 (stereo unspecified)	-9%	10%	i	/	/	3.9%	/	0	-27%
CCC1CSC(Nc2ccc(C(=O)/C=C/c3ccc(Br)cc3)cc2)=N1 (stereo unspecified)	16µM*	?	?	-2%	-18%	?	16µM*	-93*	-57%
COCCn1c(SCC(=O)N(C(C)C)C(C)C)nnc1-c1cc2ccccc2cc1O	-12%	-2%	i	0%	12%	0.3%	2%	15	-19%
Cn1c(=O)c(-[n+]2ccccc2)c([O-])c2ccccc21	-14%	8%	i	-1%	/	-0.7%	-2%	38	9%
O=[N+]([O-])/C=C/c1cn(Cc2ccc(Cl)cc2)c2ccccc12	-41%	?	?	-17%	?	0.1%	5.8µM*	?	3.5µM*
CC(CC(=O)NC(C)c1ccc2c(c1)OCCO2)c1ccccc1 (stereo unspecified)	-12%	8%	i	-3%	1%	-0.9%	5%	18	1%
Cc1cccc(S(=O)(=O)C(C#N)c2nc3ccccc3nc2N2CC(C)OC(C)C2)c1 (stereo unspecified)	-1%	-37%	i	-23%	16µM*	-0.3%	0%	42	-4%
Fc1ccccc1NC(=S)N1CCN(C/C=C/c2ccccc2)CC1	3%	-10%	i	11%	-9%	2.2%	17%	-23	-12%
COc1ccc(OC)c(S(=O)(=O)n2cnc3ccccc32)c1	2%	-30%	i	0%	14%	-1.0%	?	25	-12%
Cc1onc(C(=O)Nc2ccc3c(c2)OCO3)c1[N+](=O)[O-]	3%	13%	i	1%	?	21%	1%	-7	-1%
Cc1ccc(S(=O)(=O)N(CC(O)CN2C(=O)NC(C)(C)C2=O)c2ccccc2)cc1 (stereo unspecified)	4%	4%	i	-6%	4%	-0.2%	-6%	11	8%
O=S(=O)(c1ccccc1)n1c(C(O)c2ccccn2)cc2ccccc21 (stereo unspecified)	-1%	-8%	i	-14%	-16%	3.3%	0%	16	21%
CC1(C)c2[nH]c3ccccc3c2C[C@@H]2C(=O)N(Cc3ccccc3Cl)C(=O)N21	?	5%	i	?	-26%	7.2%	?	/	-15%
O=C1CCCCN1CCC(=O)N1CCCC(Nc2ccccc2)C1 (stereo unspecified)	-4%	/	i	-6%	-24%	0.1%	?	40	-1%
Cc1ccccc1C(=O)N1CCC2CC1c1cc(Cl)ccc12 (stereo unspecified)	-24%	-16%	i	4%	9%	-0.4%	0%	27	-23%
O=C(CCCn1c(=O)c2cccn2c2ccc(F)cc21)NCc1ccc(Cl)cc1	0%	/	/	1%	11%	-0.8%	/	/	-7%
Cc1csc2nc(COc3ccccc3NC(=O)c3ccccc3Cl)cc(=O)n12	3%	-6%	i	-3%	-11%	1.1%	/	/	-1%
Cc1cc(NC(=O)CSCC(=O)Nc2cc(C(F)(F)F)ccc2N2CCCC2)no1	2%	-7%	?	1%	-15%	-0.6%	1%	11	-19%
Cc1ccc(OCC(=O)N/N=C/c2cccn2C)cc1	13%	13%	i	2%	-3%	0.8%	-2%	-9	1%
O=C(N/N=C/c1ccc([N+](=O)[O-])o1)c1ccncc1	?	?	i	?	?	25%	153%	7	i
CC(C)Oc1cc(F)ccc1-c1cc(C(=O)Nc2ccc(C(C)C)cc2)[nH]n1	3%	-5%	i	/	/	-0.2%	/	5	-17%
CN1C(=O)c2ccccc2Cc2c(NCc3ccccc3)ncnc21	20%	/	i	/	/	-1.9%	/	38	8%
CC(C)COC(=O)N1CCN(S(=O)(=O)c2ccc3c(c2)CCC3)CC1	?	3%	i	10%	?	2.0%	7%	-5	-6%
Cc1ccc(NC(=O)c2ccc(NCC3CCCO3)c([N+](=O)[O-])c2)cc1Cl (stereo unspecified)	6%	-22%	?	-11%	/	-0.5%	?	-5	5%
Cc1cc(=O)oc2c3c(cc(OCC(=O)Nc4ccc(CCO)cc4)c12)OC(C)(C)CC3	12%	-10%	i	11%	0%	3.8%	?	-27	-30%
CC(NC(=O)c1ccccc1F)C(=O)O (stereo unspecified)	1%	-3%	i	1%	13%	-0.7%	5%	7	6%
Cc1ccc(Cl)cc1NC(=O)Cn1c(=O)cc(C)c2c(C)nn(C)c21	-1%	-17%	i	-2%	?	-0.9%	/	/	6%
